Tau fibril ThT = blocks human tau fibril formation measured by thioflavin T; AID 1460; recombinant tau K18 P301L, heparin-induced fibrillization, ThT fluorescence; actives 2.1% (n = 270,000); Potency, µM (series often up to 57.4 µM), without a hit: top-dose activity, negative = inhibition, hits mostly inhibitors; P10636; further: on the % scale 0 is the no-effect control and ±100 the full control effect; nearly all actives have a fitted effect of over 55% in size
Target sequence (P10636 561-689 P618L limits assumed): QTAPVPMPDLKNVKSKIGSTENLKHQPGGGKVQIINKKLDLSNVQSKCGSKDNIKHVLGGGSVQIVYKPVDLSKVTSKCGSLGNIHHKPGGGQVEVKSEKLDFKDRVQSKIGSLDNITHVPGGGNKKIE
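In this qHTS, human K18 P301L tau is incubated with compound and heparin for 6 hr at 37 C, and Thioflavin T fluorescence then reports fibril load.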
RECQ1 helicase = blocks DNA unwinding by human RECQ1; RECQ1 DNA unwinding, red fluorescence kinetic read; Potency, µM (doses to about 57.3 µM), inactives show at the top dose activity, negative = inhibition, usual class: inhibitors; actives 0.54% (n = 240,000); AID 2549;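 further: plate controls were vehicle for no effect and no enzyme for full effect; nearly all actives have a fitted effect of over 30% in size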
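50 nM RECQ1T1 preincubated 15 min with compound in Tris pH 8.0 buffer with MgCl2, DTT, Tween-20 and 2.5 ug/ml poly(dI-dC); started with 200 nM TAMRA/BHQ-2 forked duplex and 2 mM ATP. Unwinding read as fluorescence (525/598 nm), two reads 2 h apart.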
TexasRed fluor = Texas Red fluorescence interference in TRb-SRC2 counter-screen | actives 0.29% (n = 280,000) | TRb/SRC2 Texas Red total fluorescence interference | Potency, µM (top dose mostly 106 µM), for inactives: top-dose fluorescence change, negative = quenching; active means well fitted curve in either direction with a large enough effect; inconclusive means small, poorly fitted or top-dose-only effect; further: on the % scale 0 is the no-effect control and ±100 the full control effect
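Human TRβ ligand-binding domain (0.6 uM) and Texas Red SRC2 peptide (20 nM) in Tris buffer with 1 uM T3 and 5% DMSO were incubated with pinned compound for 5 hr at ambient temperature. Total fluorescence was computed as S + 2P (555/632 nm).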
L3MBTL1 inh = inhibitors of human L3MBTL1; Q9Y468; AlphaScreen L3MBTL1–H3K9me1 peptide binding; Potency, µM (titrated, usually from 57.1 µM), inactives show top-dose activity, negative = inhibition, actives largely listed as inhibitors; actives 0.66% (n = 230,000); AID 485360; further: on the % scale 0 is the no-effect control and ±100 the full control effect; nearly all actives have a fitted effect of over 60% in size
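First, the protein-peptide complex forms for 30 min at room temperature (L3MBTL1 50 nM, biotinylated H3K9me1 peptide 75 nM). Next, compounds are pin-transferred and incubated 30 min. Finally, AlphaScreen beads are added and read after 30 min.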
Tau FP inhib = blocks human tau fibril formation measured by polarization; P10636; K18 P301L tau heparin fibrillization, Alexa594 FP, 6 h; Potency, µM (titrated, usually from 57.7 µM), for the others: top-dose activity, negative = inhibition, hits mostly inhibitors; actives 0.39% (n = 280,000); AID 1468; further: on the % scale 0 is the no-effect control and ±100 the full control effect; nearly all actives have a fitted effect of over 55% in size
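Heparin (20 uM) drove fibril formation of recombinant tau K18 P301L, 15 uM unlabeled with 0.24 uM Alexa 594 label, for 6 hr at 37 C in 100 mM sodium acetate pH 7. Fluorescence polarization (555/632 nm) read 1 hr after 30 uM ThT.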
Tau fluor counter = counter-screen for tau fibril formation inhibitors. tau K18 P301L Alexa594 fluorescence, heparin fibrillization. Potency, µM (doses to about 57.7 µM), for inactives: at the top dose activity change, negative = decrease. actives 0.93% (n = 280,000); further: on the % scale 0 is the no-effect control and ±100 the full control effect; nearly all actives have a fitted effect of over 55% in size
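Human tau K18 P301L (15 uM unlabeled, 0.24 uM Alexa 594-labeled) in 100 mM sodium acetate pH 7 with 20 uM heparin, 6 hr at 37 C. ThT 30 uM added, 1 hr ambient; Alexa 594 FP and total fluorescence read at 555/632 nm.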
TRb-SRC2 inh = inhibitors of human thyroid hormone receptor beta-SRC2 interaction | actives 0.065% (n = 280,000) | P10828 | TRbeta-SRC2 peptide binding, fluorescence polarization; receptor liganded with 1 µM T3 | Potency, µM (highest dose often 106 µM), for the others: at the highest dose activity change, negative = inhibition, most hits filed as inhibitors;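 further: plate controls were bound peptide for no effect and peptide without receptor for full effect; nearly all actives have a fitted effect of over 50% in size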
Target sequence (P10828 whole entry, looked up): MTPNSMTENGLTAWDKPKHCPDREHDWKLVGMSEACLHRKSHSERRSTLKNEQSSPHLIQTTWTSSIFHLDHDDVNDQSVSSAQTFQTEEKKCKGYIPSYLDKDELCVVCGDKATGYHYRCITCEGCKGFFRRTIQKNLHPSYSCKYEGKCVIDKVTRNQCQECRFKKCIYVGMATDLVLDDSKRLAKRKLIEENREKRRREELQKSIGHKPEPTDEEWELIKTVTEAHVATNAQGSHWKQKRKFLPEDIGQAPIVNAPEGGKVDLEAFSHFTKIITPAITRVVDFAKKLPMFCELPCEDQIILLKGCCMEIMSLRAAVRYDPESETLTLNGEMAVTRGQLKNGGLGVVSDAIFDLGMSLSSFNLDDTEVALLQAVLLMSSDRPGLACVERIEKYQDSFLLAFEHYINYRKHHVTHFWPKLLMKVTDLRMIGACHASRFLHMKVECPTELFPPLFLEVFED
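Fluorescence polarization of 20 nM Texas Red SRC2 peptide with 0.6 uM human TRb ligand-binding domain, in Tris buffer with 1uM T3 and 5% DMSO. Incubated 5 hr ambient; normalized to unbound and bound controls.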
HTT ATP protect = cytoprotection in Huntington HTT-Q103 PC12 cell model; PC12 HTT-Q103 induced, cytoprotection, ATP luminescence, 40 h; Potency, µM (series often up to 56.4 µM), inactives show cytoprotection (ATP increase), usual class: activators; actives 0.14% (n = 230,000); AID 1471;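 further: % of control where 0% means no effect; nearly all actives have a fitted effect of over 45% in size; toxic huntingtin expression switched on by the ecdysone agonist tebufenozide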
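Readout: ATPlite luminescence (ATP level). Model: stable PC12, inducible Htt exon1 Q103-GFP. Inducer: tebufenozide, 100 nM final. Compounds: dose series. No G418 in medium.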
An asterisk follows results filed as active; i = inactive; ? = inconclusive; · = not tested or not shown; & = joins results of further samples; [ ] = dose if it differs, or a comment. Unless noted, the call rests on the fitted dose curve; in most records, active means well fitted curve in the direction sought with a large enough effect; inconclusive means small, poorly fitted or top-dose-only effect, or another doubt; inactive means no such curve, though single readings can be large; an effect the other way counts as inactive or inconclusive. Potency means the concentration at half of the fitted maximal effect. These rows are one share of the data; count on the stated rates, not on these rows.

no.	molecule	Tau fibril ThT	RECQ1 helicase	TexasRed fluor	L3MBTL1 inh	Tau FP inhib	Tau fluor counter	TRb-SRC2 inh	HTT ATP protect
1	CCOC(=O)c1c(-n2c(C)cc(C=O)c2C)sc2c1CCCC2	-20.3%	-4.5%	-1.0%	-3.6%	8.6%	-15.3%	-1.2%	-15.4%
2	COc1ccc(-c2[nH]nc3oc(=O)cc(C)c23)cc1	4.2%	5.1%	1.0%	·	2.6%	4.5%	-14.6%	-2.0%
3	Cc1cc2cc(CN(Cc3ccco3)C(=S)NCC3CCCO3)c(=O)[nH]c2cc1C (centres undefined)	-13.8%	-18.7%	1.1%	-12.8%	-2.4%	-18.8%	-3.2%	28.1%[10 µM]
4	COC(=O)c1ccc(/C=N/NC(=O)CC(=O)NC(C)C)cc1	-6.6%	i	2.1%	5.3%	-6.3%	-1.6%	-21.5%	8.8%
5	CCOc1ccccc1-n1nnc(-c2nsc(NC(=O)c3ccc(C)cc3)n2)c1C	2.3%	·	-1.3%	·	-13.6%	-10.0%	0.9%	·
6	CC(C)C(=O)Nc1cc(S(=O)(=O)Nc2cccc(Cl)c2)ccc1Cl	-5.1%	-13.4%	-1.1%	4.6%	-3.4%	-20.9%	-2.4%	8.6%[10 µM]
7	COc1cc(-c2nc(CN(C)C(C)c3ccncn3)c(C)o2)ccc1F (centres undefined)	-11.4%	-0.3%	-2.7%	-4.6%	2.9%	3.2%	-0.4%	-64.1%[inhibitor]
8	Cc1c(C(=O)Nc2ccc(C(=O)O)cc2)cnn1C	-13.6%	i	-1.1%	8.7%	0.3%	-7.2%	-2.1%	-22.2%
9	O=C1COc2ccc(C(=O)CCl)cc2N1	?	-0.4%	0.0%	6.8%	-6.0%	-10.4%	-1.2%	7.4%[10 µM]
10	Cc1cccc(CNC(=O)Cn2c(-c3cccs3)cc3ccccc32)c1	-5.9%	·	1.2%	·	-1.8%	-19.7%	1.4%	·
11	CC(=O)NC1C(Oc2ccccc2C)OC(CO)C(O)C1O (centres undefined)	3.6%	21.3%	-4.2%	-9.0%	2.8%	8.7%	5.8%	-5.6%[10 µM]
12	COc1cccc(NC(=O)CCS(=O)(=O)c2ccc3c(c2)oc(=O)n3C)c1	4.8%	·	-3.6%	·	7.4%	9.0%	2.8%	·
13	Cc1ccc(NS(=O)(=O)c2c(C)nc3sccn3c2=O)c(Cl)c1	1.5%	·	-1.5%	·	0.7%	-11.5%	-5.4%	·
14	Nc1ccc(C(=O)N/N=C\C=C\c2ccc([N+](=O)[O-])cc2)cc1	2.82µM*	-6.3%	-2.8%	-0.6%	-6.9%	-15.6%	8.4%	-22.0%[10 µM]
15	CCOc1cc([N+](=O)[O-])cc2c1C(=O)Nc1ccccc1O2	?	-16.4%	-3.2%	·	8.0%	?	5.6%	1.1%
16	CC(=O)c1ccc(OCC(=O)Nc2ccc3nc(C)sc3c2)cc1	?	i	1.6%	5.3%	1.1%	-7.7%	-11.6%	-9.6%
17	CCCCCCCC(O)CC(CC1CCCCC1)C(=O)NN (centres undefined)	-4.0%	1.8%	-2.1%	4.9%	13.5%	6.9%	0.1%	-10.4%[10 µM]
18	COc1ccc(-c2nc(-c3ccccc3)c(Nc3c(C)cccc3C)o2)cc1	2.4%	6.6%	-1.0%	·	-14.8%	-5.2%	11.4%	-46.1%
19	COc1ccc(OC)c(CCNC(=O)CCCn2c(=O)c3cccn3c3ccc(F)cc32)c1	9.8%	·	10.4%	·	-13.1%	-2.7%	4.0%	·
20	COc1ccc([N+](=O)[O-])cc1NC(=O)C1(c2ccc(OC)c(OC)c2)CCOCC1	1.1%	i	-1.1%[53 µM]	-2.2%	-3.7%	-5.7%	7.2%[53 µM]	-5.7%[10 µM]
21	CCN(CC)S(=O)(=O)c1ccc(N2CCOCC2)c(NS(=O)(=O)c2ccc(C)cc2)c1	-16.2%	i	-1.9%	3.7%	4.5%	-19.1%	-2.1%	-41.9%[10 µM]
22	CC(Sc1nnc(C2CCCCC2)n1N)C(=O)NCc1ccc2c(c1)OCO2 (centres undefined)	-5.2%	-11.2%	2.6%	1.9%	-12.9%	-2.1%	-12.1%	-17.1%
23	COc1ccc(CCNc2ncnc3c2c(-c2ccccc2)cn3-c2cccc(Cl)c2)cc1OC	-3.7%	·	1.2%	·	-6.0%	-10.3%	0.4%	·
24	COc1ccc(-c2nc(CS(=O)(=O)CC(=O)NCCc3ccc(C)cc3)c(C)o2)cc1	0.3%	·	-16.7%	·	0.0%	-1.1%	-4.3%	·
25	COc1ccc(C(C)=O)cc1COC(=O)Cc1n[nH]c(=O)c2ccccc12	-1.3%	i	-3.4%	6.4%	-7.5%	-0.4%	-4.1%	-1.7%[10 µM]

Some entries already given, reduced to Tau FP inhib:
no.	smiles	Tau FP inhib
8	Cc1c(C(=O)Nc2ccc(C(=O)O)cc2)cnn1C	0.3%
9	O=C1COc2ccc(C(=O)CCl)cc2N1	-6.0%

Back to the main list, repeating the two entries before the break.
no.	molecule	Tau fibril ThT	RECQ1 helicase	TexasRed fluor	L3MBTL1 inh	Tau FP inhib	Tau fluor counter	TRb-SRC2 inh	HTT ATP protect
24	COc1ccc(-c2nc(CS(=O)(=O)CC(=O)NCCc3ccc(C)cc3)c(C)o2)cc1	0.3%	·	-16.7%	·	0.0%	-1.1%	-4.3%	·
25	COc1ccc(C(C)=O)cc1COC(=O)Cc1n[nH]c(=O)c2ccccc12	-1.3%	i	-3.4%	6.4%	-7.5%	-0.4%	-4.1%	-1.7%[10 µM]
26	COc1ccc(C2N=C(c3ccccc3)C(C)(C)N2O)cc1 (centres undefined)	-21.3%	-6.9%	-0.7%	·	-1.9%	-12.8%	6.9%	-35.5%
27	COc1ccc2c(c1)CCc1c(C(=O)Nc3c(C)nn(Cc4ccc(Cl)cc4)c3C)noc1-2	-3.3%	·	5.6%	·	12.1%	-0.1%	2.5%	·
28	COc1ccc(C)cc1NC(=O)c1cnc2scc(C)n2c1=O	-0.2%	-3.0%	-1.5%	1.0%	-3.8%	1.1%	3.7%	12.0%[10 µM]
29	CCOc1ccc2c(c1)c(=O)c(S(=O)(=O)c1ccc(F)cc1)cn2CC(=O)Nc1ccccc1C	-11.7%	·	-0.4%	·	?	-19.3%	-2.5%	·
30	CCCCNC(=O)c1ccccc1NC(=O)CN(c1ccccc1)S(=O)(=O)N(C)C	-15.2%&3.7%	-6.5%	-4.3%&0.0%	-3.6%	-5.9%&3.5%	-26.0%&-8.5%	6.4%&-5.6%	-4.0%[10 µM]
31	COc1ccc(C(=O)N(c2ccc(C)cc2)C2C=CS(=O)(=O)C2)cc1OC (centres undefined)	-2.3%	-1.4%	-0.1%	·	-0.4%	-1.4%	0.4%	-43.9%[inhibitor]
32	CS(=O)(=O)N1CCCC(C(=O)N2CCN(c3cccc(Cl)c3)CC2)C1 (centres undefined)	1.6%	i	-2.6%	7.8%[11.4 µM]	-4.8%	0.9%	2.5%	-30.9%[inhibitor]
33	O=C(CSc1nnc(-c2ccncc2)o1)N1CCCCCC1	-7.6%	i	-1.0%	3.6%	-1.3%	0.7%	4.0%	-2.1%[10 µM]
34	COc1ccc(C2CC(c3c(Cl)cccc3Cl)n3nc(N)nc3N2)cc1 (centres undefined)	-12.1%	-1.2%	1.7%	-1.0%	1.6%	-6.1%	6.6%	-12.3%
35	COc1ccc(OC)c2[nH]c(=O)c(CCNC(=O)c3ccc(S(=O)(=O)N(C)C)cc3)cc12	-4.6%	-1.9%	0.6%	-1.0%	-0.6%	-1.0%	0.7%	8.6%
36	Cc1ccc(NC(=O)NNC(=O)c2snnc2C)cc1	-4.2%	12.0%	-4.0%	-4.3%	5.1%	-0.9%	-4.3%	-37.1%[inhibitor]
37	COc1ccc(C(=O)Sc2ccc(C)cc2)cc1OC	?	-2.3%	-6.0%	17.2%	-13.1%	-21.3%	-3.2%	-13.1%[10 µM]
38	COC(=O)COc1ccc2c(-c3cccc([N+](=O)[O-])c3)cc(=O)oc2c1	-13.1%	-1.7%	-4.5%	-1.8%	-4.5%	-12.3%	-21.1%	-3.6%
39	COc1cccc(CN2CCNC(=O)C2CC(=O)NCCc2cccc(C)n2)c1OC (centres undefined)	-6.0%	-8.8%	-0.6%	9.8%	-3.5%	1.6%	-2.4%	4.1%[10 µM]
40	CN1C(=O)c2cccc3c(Cl)ccc(c23)C1=O	-10.6%	-10.7%	-0.7%	·	3.2%	-10.0%	-0.1%	9.2%[10 µM]
41	O=C(O)c1cc2c(s1)CCCC2	10.1%	-12.2%	2.1%	7.6%	10.8%	11.9%	-18.2%	15.5%[4.97 µM]
42	Cc1ccccc1Nc1nnc(SCC(=O)NCc2cccs2)s1	-5.2%	-0.3%	13.5%	5.5%	-0.7%	-8.7%	10.8%	-22.0%[10 µM]
43	O=C(COc1nnnc2ccccc12)N1CCCc2ccccc21	-12.4%	-5.6%	2.3%	0.5%	0.7%	-5.5%	-6.2%	13.3%[10 µM]
44	CN(CCC#N)C(=O)Cn1nc(Cc2ccncc2)c2ccccc2c1=O	-4.0%	-11.7%	-4.3%	·	13.0%	-6.1%	1.7%	8.6%

Entries by screen from the list:
Tau FP inhib, compounds 36 to 44, in order: 5.1%, -13.1%, -4.5%, -3.5%, 3.2%, 10.8%, -0.7%, 0.7%, 13.0%
HTT ATP protect, compounds 36 to 44, in order: -37.1%[inhibitor], -13.1%[10 µM], -3.6%, 4.1%[10 µM], 9.2%[10 µM], 15.5%[4.97 µM], -22.0%[10 µM], 13.3%[10 µM], 8.6%
